RGS4 act – potentiators or activators of RGS4; B-score at 10 µM; 310,000 compounds, 0.92% hits; HEK293 M3R/inducible RGS4, carbachol calcium flux Fluo4; hits give low values;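 active = B-score of the integrated calcium signal more than 4 SD below the library mean, with starting fluorescence not abnormally high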;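 note: negative B-score means reduced calcium response which marks RGS4 activation or potentiation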
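System – HEK293 FlpIn-TREx cells, stable M3R, doxycycline-inducible RGS4 · Reagent – ECmax carbachol challenge · Times – compound preincubation 20 min at room temperature before agonist · Technique – Fluo4 fluorescence kinetic imaging of calcium · Measure – B score of integrated Fluo4 ratio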
MrgX1 allo act – allosterically activates human MrgX1 receptor signaling. AID 588675. Q96LB2. MrgX1-HEK293, Fluo-4 calcium flux, FDSS; hits give high values. 310,000 compounds, 0.63% hits. B-score at 10 µM;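 active = plate-corrected calcium response at least 3 library SD above typical, normal starting fluorescence, not activating the receptor alone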;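 note: compound read alongside a low EC10 to EC30 dose of BAM8-22 agonist; peak minus trough fluorescence over baseline measured at the second addition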
Target sequence (Q96LB2 whole entry, looked up): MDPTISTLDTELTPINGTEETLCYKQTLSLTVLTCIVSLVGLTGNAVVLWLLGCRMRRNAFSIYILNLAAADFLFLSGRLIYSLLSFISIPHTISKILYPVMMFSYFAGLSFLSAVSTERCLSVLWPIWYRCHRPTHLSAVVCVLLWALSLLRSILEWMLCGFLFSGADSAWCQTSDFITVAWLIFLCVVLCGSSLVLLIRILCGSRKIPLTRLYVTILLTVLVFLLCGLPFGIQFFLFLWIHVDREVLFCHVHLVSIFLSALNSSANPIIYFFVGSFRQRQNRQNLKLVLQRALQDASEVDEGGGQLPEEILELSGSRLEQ
KCNQ1 inh – human KCNQ1 channel inhibition; P51787; CHO-K1 KCNQ1, FluxOR thallium flux fluorescence; hits give high values; B-score at 10 µM; 310,000 compounds, 1.3% hits; AID 2642;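 active = compounds whose thallium flux B-score, printed positive for inhibition, exceeds three library SD while starting fluorescence stays within three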;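 note: channel opened by potassium depolarization with thallium stimulus after 20 min compound exposure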
Target sequence (P51787 whole entry, looked up): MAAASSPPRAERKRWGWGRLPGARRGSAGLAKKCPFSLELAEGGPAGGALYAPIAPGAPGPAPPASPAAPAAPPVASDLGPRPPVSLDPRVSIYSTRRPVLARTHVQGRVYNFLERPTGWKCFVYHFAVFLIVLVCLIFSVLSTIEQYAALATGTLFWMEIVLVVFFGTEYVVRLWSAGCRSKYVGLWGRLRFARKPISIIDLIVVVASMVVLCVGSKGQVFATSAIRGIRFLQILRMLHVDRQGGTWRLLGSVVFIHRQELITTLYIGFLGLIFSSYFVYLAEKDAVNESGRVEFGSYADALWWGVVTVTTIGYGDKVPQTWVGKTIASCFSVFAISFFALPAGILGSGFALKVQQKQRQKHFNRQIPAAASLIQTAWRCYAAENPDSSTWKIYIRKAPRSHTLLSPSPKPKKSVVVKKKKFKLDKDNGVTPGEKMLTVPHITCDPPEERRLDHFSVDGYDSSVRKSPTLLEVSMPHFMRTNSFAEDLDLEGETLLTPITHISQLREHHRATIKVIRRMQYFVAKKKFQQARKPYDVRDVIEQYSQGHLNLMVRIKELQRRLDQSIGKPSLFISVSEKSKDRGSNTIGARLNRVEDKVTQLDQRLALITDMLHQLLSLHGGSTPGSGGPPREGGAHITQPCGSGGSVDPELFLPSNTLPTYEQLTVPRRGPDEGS
RGS4 inh – inhibitors of human RGS4; P49798; HEK293 M3R/RGS4 inducible, Fluo-4 calcium flux; hits give high values; triggered by carbachol at its EC20; B-score at 10 µM; 310,000 compounds, 0.45% hits;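 active = B-score, a plate-corrected calcium signal, over three deviations above library mean, with baseline fluorescence within five deviations of library mean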;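 note: RGS4 expression induced by doxycycline in cells with stable M3 receptor; B-score is computed from the integrated fluorescence ratio over baseline after carbachol; higher B-score means a larger calcium signal and so more RGS4 inhibition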
KCNK9 inh – inhibitors of human KCNK9 two-pore domain potassium channel; Q9NPC2; HEK293 KCNK9, FluxOR thallium flux fluorescence; hits give low values; B-score at 10 µM; 310,000 compounds, 1.2% hits;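 active = ratio B-score over 3 SD below the library mean, with starting fluorescence within 5 SD of its mean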;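 note: negative B-score means less thallium flux so channel inhibition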
TMEM16A inh – inhibitors of mouse TMEM16A calcium-activated chloride channel. Q8BHY3. HEK293 TMEM16A/YFP iodide influx fluorescence, ionomycin. normalized B-score (activity score, 25-100; higher = stronger inhibition) at 10 µM. 310,000 compounds, 1.2% hits;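 active = ratio plate-corrected score three or more library SD toward inhibition, starting fluorescence score within five deviations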;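 note: score derived from kinetic fluorescence span divided by baseline fluorescence per well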
KCNK3 inh – human KCNK3 channel inhibition, primary screen; B-score at 10 µM; CHO-KCNK3 thallium flux, FluxOR fluorescence; hits give low values; 340,000 compounds, 0.84% hits; O14649;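 active = B-score under library mean minus 4 SD, starting fluorescence ratio at most library mean plus 5 SD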;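 note: more negative B-score means stronger inhibition of thallium flux through KCNK3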
MrgX1 ag – agonists of human MrgX1 receptor; 310,000 compounds, 0.44% hits; B-score at 10 µM; Q96LB2; MrgX1-HEK293 cells, Fluo-4 calcium fluorescence, agonist mode; hits give high values;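 active = calcium response B-score plate-corrected fluorescence ratio at least 3 library SD, with starting fluorescence B-score inside 5 SD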
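Assay system: MrgX1-expressing HEK293 cells / Amount: fifteen thousand cells per well / Doses: test compound in the initial addition of three / Timing: cells plated overnight, dye loaded 0.5 h 37 °C, 0.5 h room temperature / Technique: kinetic calcium dye fluorescence, Fluo-4 NW / Control set: positive and negative controls per plate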
hERG protect – hERG (human) protection from proarrhythmic block. Q12809. CHO-hERG, FluxOR thallium flux, dofetilide IC70 present. activation (rescue from dofetilide block), less the hit threshold, % at 10 µM. 310,000 compounds, 0.51% hits;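 active = activation above the mean of controls blocked by dofetilide plus 5 SD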;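 note: thallium influx through hERG after potassium depolarization seen as dye fluorescence rise; in these data hits start at about 4.7%; inactives centre near -7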
KCNQ1 pot – human KCNQ1 channel potentiation or activation. CHO-K1 KCNQ1, thallium flux FluxOR fluorescence; hits give high values. B-score at 10 µM. 310,000 compounds, 0.35% hits. AID 2648;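 active = fluorescence ratio B-score, a plate-corrected score, at least three library SD, with initial intensity B-score within 5 SD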
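Material: CHO-K1 cells stably expressing KCNQ1. Medium: assay buffer for compound exposure, DMSO matched across wells. Reagent: K+/Tl+ depolarizing stimulus. Compound dosing: single-concentration screen. Times: 37 °C overnight plating, 90-min dark dye load, 20-min compound pretreatment. Technique: FluxOR Tl+ flux fluorescence.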
ANO1 activ – activators or potentiators of mouse TMEM16A chloride channel. B-score at 10 µM. HEK293 TMEM16A/YFP-H148Q/I152L, iodide quench fluorescence; hits give low values. Q8BHY3. AID 623877. 340,000 compounds, 0.3% hits;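 active = fluorescence-ratio B-score plate-corrected deviation score at least 3 library SD below zero, with starting fluorescence score within 5 deviations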;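 note: channel opened by trigger with iodide after compound preincubation; score built on the fluorescence ratio of max minus min over baseline; more negative score means more quench and so TMEM16A activation or potentiation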
* marks the source's active call; other numbers are inactive results; i = inactive; / = no result given.

SMILES | RGS4 act | MrgX1 allo act | KCNQ1 inh | RGS4 inh | KCNK9 inh | TMEM16A inh | KCNK3 inh | MrgX1 ag | hERG protect | KCNQ1 pot | ANO1 activ
COc1cccc(OC)c1C(=O)Nc1ccc2c(c1)Cc1ccccc1-2 | i | i | i | i | i | i | i | i | -0.6 | i | i
COc1ccc2oc(C(=O)OCC(=O)N(C)CC(=O)Nc3ccc(C)cc3)c(C)c2c1 | i | i | i | i | i | i | i | i | -9.2 | i | i
CN(C)c1nc(N(C)C)nc(N(C#N)Cc2ccc(Cl)cc2)n1 | i | i | i | i | i | i | i | i | -7.8 | i | i
CCCc1cc(=O)[nH]c(SCC(=O)N2CCC(C)CC2)n1 | i | i | i | i | i | i | i | i | -7.8 | i | i
O=C(NC1CC(=O)N(c2ccc(Cl)cc2)C1)C1CC1 (configuration not stated) | i | i | i | i | i | i | i | i | -11.5 | i | i
NC(=O)C(CC(=O)O)NC(=O)[C@@H]1CCCNc2c(I)cc([N+](=O)[O-])cc2C(=O)N[C@@H](CO)C(=O)N[C@@H](Cc2ccc(O)cc2)C(=O)N1 (some centres not stated) | / | i | / | / | / | i | i | i | / | / | i
COc1cc(NC(=O)c2cccs2)ccc1NC(=O)Cc1ccccc1 | i | i | i | i | i | i | i | i | -14.7 | i | i
COc1cccc(-c2csc(N3CCN(Cc4ccccc4)CC3)n2)c1 | i | i | i | i | i | i | i | i | -9.3 | i | i
CC(C)Cn1c(=O)c2ccccc2n2c(CCC(=O)O)nnc12 | i | i | i | i | i | i | i | i | -2.1 | i | i
COc1ccc(OC)c(-c2csc(N3CCC(c4ccccc4)CC3)n2)c1 | i | i | i | i | i | i | i | i | -2.4 | i | i
CNC(=S)N(CCc1ccccc1)Cc1cc2cc(OC)c(OC)cc2[nH]c1=O | i | i | i | i | i | i | i | i | -7.8 | i | i
CC(Oc1ccc(F)cc1)c1ccnc2nc(/N=C/N(C)C)nn12 (configuration not stated) | i | i | i | i | i | i | i | i | -7.0 | i | i
Cc1cc(OC(=O)c2c(Cl)cccc2Cl)nc(C)n1 | i | i | i | i | i | i | i | i | -14.7 | i | i
Cc1cc(NS(=O)(=O)c2ccc(NC(=O)c3cc(-c4cccnc4)nc4ccc(Cl)cc34)cc2)no1 | i | i | i | i | i | i | i | i | -9.7 | i | i
CCOc1ccc(NC(=O)CCNC(=O)C2CCN(S(=O)(=O)c3ccccc3)CC2)cc1 | i | i | i | i | i | i | i | i | -6.8 | i | i
O=C(NCC(=O)N(CC1CCCO1)C(C(=O)NC1CCCCC1)c1cccnc1)c1cccs1 (configuration not stated) | i | i | i | i | i | i | i | i | -19.3 | i | i
COc1ccc(CCNC(=O)C(=O)NN=C2CCCCCCC2)cc1OC | i | i | i | i | i | i | i | i | -16.4 | i | i
COc1cc(/C=C2/C(=O)ON=C2C)ccc1OCc1ccccc1F | i | i | i | i | i | i | i | i | -8.8 | i | i
O=C(c1ccco1)N(CCO)Cc1cc2cc3c(cc2[nH]c1=O)OCO3 | i | i | i | i | i | i | i | i | -6.7 | i | i
Cn1c(=O)[nH]c(=O)c2c1nc(OC(=O)c1ccccc1)n2CC(O)COc1ccc(F)cc1 (configuration not stated) | i | / | i | i | i | / | i | / | -6.7 | i | i
O=C(COC(=O)[C@@H]1CC(O)CN1S(=O)(=O)c1ccc(Cl)cc1)NC(=O)NCc1ccccc1 (some centres not stated) | i | i | i | i | i | i | i | i | -12.2 | i | i
COCc1cc(Sc2c(Cl)cccc2Cl)nc(-c2ccccc2)n1 | i | 9.29* | i | i | i | i | i | i | -8.9 | i | i
O=C(N/N=C/c1cc2c(cc1Cl)OCO2)c1ccc2c(c1)OCCO2 | i | i | i | i | i | i | i | i | -6.0 | i | i
COc1ccc2[nH]cc(CCCN3C(=O)c4ccccc4C3=O)c2c1 | i | i | i | i | i | i | i | i | -6.0 | i | i
CCC1OC(=O)C(C)C(OC2C[C@@](C)(OC)C(O)C(C)O2)C(C)C(O[C@@H]2OC(C)CC(N(C)C)C2O)[C@](C)(O)CC(C)C(=NOCOCCOC)C(C)C(O)[C@]1(C)O (some centres not stated) | / | i | / | / | / | i | i | i | / | / | i
Cc1ccc(C(=O)C2CCN(S(=O)(=O)c3ccccc3C(=O)O)CC2)cc1 | i | / | i | i | i | / | i | / | -8.6 | i | i
COc1ccc(CNC(=O)c2csc(Cc3ccccc3)n2)cc1 | i | i | i | i | i | i | i | i | -8.6 | i | i
CCCCN(C(=O)CSc1nn(-c2ccc(F)cc2)c(=S)s1)c1c(N)n(CCCC)c(=O)[nH]c1=O | i | i | i | i | i | i | i | i | -3.0 | i | i
COC(=O)COc1nc(C)c(Br)c(OC)n1 | i | i | i | i | i | i | i | i | -6.5 | i | i
O=C(C1CCN(C2CCN(Cc3ccc4c(c3)CCO4)CC2)CC1)N1CCOCC1 | i | i | i | i | i | i | i | i | -2.3 | i | i
Cc1ccccc1C(=O)NNC(=O)c1cccc([N+](=O)[O-])c1 | i | i | i | i | i | i | i | i | 0.3 | i | i
CCOc1ccc(-n2cnc3sc(C)c(C)c3c2=O)cc1 | i | i | i | i | i | i | i | i | 5.6* | i | i
O=c1c2ccccc2nc2n1CCO2 | i | i | i | i | i | i | i | i | -6.3 | i | i
CCOC(=O)C1CCN(CC(C)(C)NS(=O)(=O)c2ccc(Cl)cc2)CC1 | i | i | i | i | i | i | i | i | -5.2 | i | i
O=C(O)CCN(CCC(=O)O)S(=O)(=O)c1ccccc1 | i | i | i | i | i | i | i | i | -7.3 | i | i
CN(C(=O)C1CCC(=O)N(Cc2cccc(F)c2)C1)C1CCCCC1 (configuration not stated) | i | i | i | i | i | i | i | i | -7.1 | i | i
COc1ccc(/C=N/NC(=O)C(=O)N2CCCCCC2)cc1O | i | i | i | i | i | i | i | i | -4.7 | i | i
O=C(OC(C(=O)NCC1CCCO1)c1ccccc1F)c1ccco1 (configuration not stated) | i | i | i | i | i | i | i | i | -9.9 | i | i
COc1ccc(CCN2CC(C(=O)NCCN3CCCC3=O)CCC2=O)cc1 (configuration not stated) | i | i | i | i | i | i | i | i | -7.0 | i | i
CSc1cccc(NC(=O)Cc2ccccc2[N+](=O)[O-])c1 | i | i | i | i | i | i | i | i | -2.7 | i | i
O=C(CNCCc1ccccc1)N1CCc2ccccc2C1 | i | i | i | i | i | i | i | i | 2.6 | i | i
Cc1ccc2nc(N(CCCN(C)C)C(=O)c3sc4ccccc4c3Cl)sc2c1 | i | i | i | i | i | i | i | i | -29.1 | i | i
CC(=O)c1cccc(NC(=O)CN(c2ccc(C)cc2)S(=O)(=O)c2cccc3nonc23)c1 | i | i | i | i | i | i | i | i | -6.5 | i | i
CCOC(=O)c1c(NC(=O)CN(CC)CC)sc2c1CCC2 | i | i | i | i | i | i | i | i | -2.4 | i | i
O=C(NN1CCOCC1)c1ccc(Cl)c(Cl)c1 | i | i | i | i | i | i | i | i | -8.2 | i | i
COCCNC(=S)Nc1ccc(N2CCCCC2)cc1 | i | i | i | i | i | i | i | i | -7.5 | i | i
COc1ccc(C2Cc3ccccc3C(=O)O2)cc1 (configuration not stated) | i | i | i | i | i | i | i | i | -10.7 | i | i
COc1ccccc1/C=C/C(=O)NCC(=O)N/N=C/c1cc(Br)ccc1OC | i | i | i | i | i | i | i | i | -3.5 | i | i
O=c1c2ccccc2nc(SCc2cn3ccsc3n2)n1-c1ccccc1F | i | i | i | i | i | i | i | i | -7.3 | i | i
COCCN(C(=O)COC(=O)C12CC3CC(CC(Cl)(C3)C1)C2)c1c(N)n(Cc2ccccc2)c(=O)[nH]c1=O | i | i | i | i | i | i | i | i | -13.3 | i | i
CCCCOCCCNC(=O)c1ccc(OCC)cc1 | i | i | i | i | i | i | i | i | -3.3 | i | i
CCCn1c(C)cc(/C=C(\C#N)C(=O)OCC(=O)NC(=O)NC(C)(C)C)c1C | i | i | i | i | i | i | i | i | 1.6 | i | i
COC(=O)c1c(NC(=O)COc2ccc(Cl)cc2)sc2c1CC(C)(C)NC2(C)C | i | i | i | i | i | i | i | i | -13.0 | i | i
CC(C)c1ccc(N(C(=O)c2csnn2)C(C(=O)NC(C)(C)C)c2ccncc2)cc1 (configuration not stated) | i | i | i | i | i | i | i | i | -8.1 | i | i
COc1cc(C(=O)NCc2ccccn2)ccc1OCc1c(C)noc1C | i | i | i | i | i | i | i | i | -7.7 | i | i
COc1ccc(NC(=O)CC2C(=O)N(c3ccccc3)C(=O)N2Cc2ccco2)cc1 (configuration not stated) | i | i | i | i | i | i | i | i | -25.8 | i | i
CCOc1ccc2ccccc2c1/C=N/NC(=O)CC1(C)OCCCO1 | i | i | i | i | i | i | i | i | -6.3 | i | i
CC(C)=NOCC(=O)Nn1c(COc2ccccc2)nc2ccccc2c1=O | i | i | i | i | i | i | i | i | -5.5 | i | i
CN1CCCN(c2ncnc3scc(-c4ccc(F)cc4)c23)CC1 | i | i | i | i | i | i | i | i | -5.6 | i | i
O=C(C1CCN(S(=O)(=O)c2cccnc2)CC1)N1CCN(c2cccc(Cl)c2)CC1 | i | i | i | i | i | i | i | i | -2.7 | i | i
The results go on.
SMILES | RGS4 act | MrgX1 allo act | KCNQ1 inh | RGS4 inh | KCNK9 inh | TMEM16A inh | KCNK3 inh | MrgX1 ag | hERG protect | KCNQ1 pot | ANO1 activ
Cc1noc(C)c1COc1ccc(C(=O)OCC(N)=O)cc1 | i | i | i | i | i | i | i | i | -3.5 | i | i
CC(C)c1ccc2nc(NC(=O)C3CC3)sc2c1 | i | i | i | i | i | i | i | i | -5.1 | i | i
O=C(CN(C1CC1)S(=O)(=O)c1ccc(S(=O)(=O)N2CCCCCC2)cc1)Nc1ccccc1 | i | i | i | i | i | i | i | i | -6.4 | i | i
COc1ccc(-c2noc(CCC(=O)O)n2)cc1 | i | i | i | i | i | i | i | i | -13.3 | i | i
CCOC(=O)c1ccc(NC(=O)Oc2cc(C)c(Cl)cc2C(C)C)cc1 | i | i | i | i | i | i | i | i | -5.8 | i | i

From PubChem BioAssay
